Screening results as filed in PubChem BioAssay.
MCF10A rerep – A quantitative high throughput screen for small molecules that induce DNA re-replication in MCF 10a normal breast cells | MCF 10A DNA re-replication, Hoechst nuclear intensity, 48 h | Potency, µM (titrated, usually from 46.1 µM), for the others: at the highest dose activity, positive = re-replication, hits mostly activators | hit rate 2.9% among 350,000; further: potency means the concentration at half of the fitted maximal effect; % of control where 0% means no effect; nearly all actives have a fitted effect of over 50% in size
Nrf2 ARE act – qHTS of Nrf2 Activators | AREc32 ARE-luciferase reporter (MCF7-derived line), luminescence, 24 h | Potency, µM (titrated, usually from 46.1 µM), without a hit: at the highest dose activation, hits mostly activators | hit rate 0.31% among 410,000 | AID 624171, 2012; further: potency means the concentration at half of the fitted maximal effect; % of control where 0% means no effect; nearly all actives have a fitted effect of over 65% in size
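Luciferase luminescence (Steady-Glo, 30 min at room temperature) served as the read-out of ARE activation in AREc32 cells treated with compounds for 24 hr at 37 deg C.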
IL1B secr inh – qHTS for Inhibitors of Inflammasome Signaling: IL-1-beta AlphaLISA Primary Screen; THP-1 LPS/ATP IL-1B secretion, AlphaLISA, 16 h; stronger effect = lower value; activity change, % at 57.5 µM; hit rate 4.7% among 360,000; in the data active means activity change below about -50%; inconclusive means mostly about -30% to -49%; further: on the % scale 0 is the no-effect control and ±100 the full control effect
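THP-1 cells pretreated 1 hr with compounds (up to 57.5 uM final), then stimulated with LPS (250 ng/mL final) plus ATP (1.25 mM final); secreted IL-1B measured by AlphaLISA after 16 hr, decreased signal indicating inhibition.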
Nrf2 block – Nrf2 qHTS screen for inhibitors | A549 ARE-Fluc reporter, luciferase luminescence, 18-24 h | Potency, µM (titrated, usually from 46 µM), for the others: top-dose activity change, negative = inhibition, usual class: inhibitors | hit rate 2.1% among 360,000; further: potency means the concentration at half of the fitted maximal effect; on the % scale 0 is the no-effect control and ±100 the full control effect; nearly all actives have a fitted effect of over 60% in size
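A549 ARE_Fluc cells (5000/well, 5% FBS OPTI-MEM) pre-incubated 2 h, then treated with compounds 18-24 h at 37C/5% CO2 in concentration-response. CellTiter-Fluor viability read first; BugLite luciferase luminescence after 15 min at room temperature gives Nrf2 activity.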
ATXN2 expr inh – Primary qHTS for Inhibitors of ATXN expression; HEK-293 ATXN2-luciferase reporter, luminescence, 24 h; Potency, µM (titrated, usually from 57 µM), for the others: at the highest dose activity change, negative = inhibition, most hits filed as inhibitors; hit rate 0.72% among 360,000; AID 1745845, 2022; further: potency means the concentration at half of the fitted maximal effect; on the % scale 0 is the no-effect control and ±100 the full control effect; nearly all actives have a fitted effect of over 55% in size
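ATXN2-luciferase reporter cells (luciferase flanked by upstream and downstream ATXN2 gene portions) were treated 24 h at 37 °C with compounds at up to 57 uM. SteadyGlo luminescence gave expression; GF-AFC fluorescence gave viability.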
HepG2 viability – qHTS for Inhibitors of TGF-b: Cytotox Counterscreen. HepG2 CAGA-GFP viability, ATP luminescence, 18 h. Potency, µM (titrated, usually from 46.1 µM), for inactives: at the highest dose activity change, negative = cytotoxicity, actives largely listed as cytotoxic. hit rate 0.76% among 410,000; further: potency means the concentration at half of the fitted maximal effect; some results filed as inactive show a strong effect at the top dose
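CellTiter-Glo luminescence gave cytotoxicity after 18 hours at 37 degrees C. The cells were HepG2 CAGA-GFP in 1% FBS DMEM, stimulated with 500 pg/mL TGF-beta after compound addition. %Activity was normalised to no-cell wells (complete cell-killing) and DMSO (no toxicity), and curves were fitted and classified.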
TGFb inhibitor – qHTS for Inhibitors of TGF-b | HepG2 CAGA-GFP TGF-b/SMAD3 reporter, GFP fluorescence, 18 h; TGF-beta stimulated, 500 pg/mL final | Potency, µM (titrated, usually from 46.1 µM), for inactives: at the highest dose activity, negative = inhibition, usual class: inhibitors | hit rate 1.2% among 410,000; further: potency means the concentration at half of the fitted maximal effect; on the % scale 0 is the no-effect control and ±100 the full control effect; nearly all actives have a fitted effect of over 65% in size
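Using HEPG2 CAGA-GFP reporter cells at 1000 cells/well, we pinned test compounds, stimulated with recombinant TGF-beta (500 pg/mL final) and measured total well GFP after 18 h.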
A549 viability – Nrf2 qHTS screen for inhibitors: counterscreen for cytotoxicity; hit rate 0.16% among 390,000; AID 504648, 2011; Potency, µM (series often up to 46 µM), for inactives: at the highest dose activity change, negative = cytotoxicity, usual class: inhibitors; A549 ARE-Fluc cells, CellTiter-Fluor viability, 18-24 h; further: potency means the concentration at half of the fitted maximal effect; on the % scale 0 is the no-effect control and ±100 the full control effect
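A549 ARE-Fluc cells in 5% FBS OPTI-MEM, 5000 cells/well, rested 2 h then exposed to compounds in concentration-response for 18-24 h at 37 °C. Viability by CellTiter-Fluor fluorescence (Ex 405/Em 525) after 30 min; luciferase luminescence (BugLite, 15 min, RT) read afterwards.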
ATXN viability – Viability Counterscreen for Primary qHTS for Inhibitors of ATXN expression | S2 cells (HEK-293 line with an ATXN2-luciferase reporter) viability, CellTiter-Fluor protease fluorescence, 24 h | Potency, µM (doses to about 56.7 µM), most hits filed as cytotoxic | hit rate 0.49% among 400,000; further: potency means the concentration at half of the fitted maximal effect; nearly all actives have a fitted effect of over 40% in size
The depositor's hits bear a star; i = inactive; ? = inconclusive; / = not tested or not shown; & = joins results of further samples; [ ] = another dose, or the depositor's remark. Unless noted, the call rests on the fitted dose curve; in most records, active means well fitted curve in the direction sought with a large enough effect; inconclusive means small, poorly fitted or top-dose-only effect, or another doubt; inactive means no such curve, though single readings can be large; an effect the other way counts as inactive or inconclusive. Outcome played no part in choosing rows. Share with any hit: about 8.8%.

SMILES	MCF10A rerep	Nrf2 ARE act	IL1B secr inh	Nrf2 block	ATXN2 expr inh	HepG2 viability	TGFb inhibitor	A549 viability	ATXN viability
CCNC(=O)c1c(O)c2cccc3c2n(c1=O)CC3	-8%	0.3%	-1	?	-13%	-2%	2%	-11%	i
Cc1cc(C)n(-c2cc(N3CCOCC3)nc(-c3ccccc3)n2)n1	12%	0.1%	1	0%	-21%	0%	5%	?	i
COc1ccccc1CNC(=O)c1ccc2nc3[nH]c4ccccc4c3nc2c1	18µM*	26%	-53*	15µM*	?	-91%	-20%	?	?
O=C1c2ccccc2C(=O)N1CC1=CCS(=O)(=O)C1	-3%	-1.0%	22	18%	-7%	2%	-1%	0%	i
Cc1ccc2oc(=O)c(/C=C(\O)c3ccccc3)nc2c1	9%	14µM*	14	-9%	26%	-20%	-17%	-8%	i
COCC(=O)N(C)CC1CCCN(CCc2ccccc2OC)C1 (stereo not given)	?	0.3%	-2	-12%	1%	-17%	14%	1%	i
O=C(CN1C(=O)C2C3C=CC(C3)C2C1=O)OCC(=O)c1ccc(Cl)c([N+](=O)[O-])c1 (stereo not given)	?	?	-78*	1%	-11%	0%	-11%	-4%	i
CCOC(=O)C(NC(=O)c1ccc(F)cc1)(Nc1sc2c(c1C(N)=O)CCC2)C(F)(F)F (stereo not given)	-2%	9.0%	-9	-11%	/	-5%	1%	1%	i
O=C(c1cccs1)N1C[C@H](O)[C@@H](n2cc(-c3ccc(F)cc3)nn2)C[C@@H]1c1ccccc1	/	2.8%	?	/	9%	-4%	10%	/	i
CC(=O)NCCNc1nc2cc(-c3ccccc3CO)sc2c(=O)n1C	/	3.3%	0	/	9%	1%	1%	/	i
COc1cc(NC(=O)COC(=O)Cn2cnc3c2c(=O)n(C)c(=O)n3C)cc(OC)c1	4%	0.1%	-9	5%	4%	7%	6%	5%	i
Cc1ccc(/C=C(\C#N)C(=O)Nc2cccc(C)n2)cc1	?	2.5%	-6	?	/	-20%	-22%	-4%	i
Nc1cc(Cl)ccc1C(=O)OCC(=O)NCC1CCCO1 (stereo not given)	3%	5.5%	12	25%	22%	5%	2%	3%	i
Cc1cc(Br)ccc1NC(=O)CNC(=O)CNc1cccc([N+](=O)[O-])c1	1%	3.3%	-24	9%	/	-28%	?	-3%	i
Cc1cccc(NC(=O)COC(=O)c2ccc3nc(C)c(C)nc3c2)c1	2%	-0.6%	-11	1%	6%	-3%	8%	1%	i
CCOCCCNC(=O)C(NC(=O)C1CCC(C)CC1)C(C)C (stereo not given)	/	0.1%	/	9%[9.27 µM]	8%	0%	-5%	0%	i
O=C(Nc1ncccc1O)c1cccc(S(=O)(=O)N2CCCC2)c1	-2%	0.2%	8	-10%	-6%	-1%	?	0%	i
CC(C)NC(=O)CCCc1ccccc1	12%	2.1%	-1	4%	23%	-39%	17%	-20%	i
CCN(CC)CCCNC(=O)c1cc(-c2ccc(O)cc2)on1	2%	1.2%	0	15%	0%	-13%	?	16%	?
COc1ccc([C@H]2[C@H](C(=O)C(C)(C)C)N3N=Cc4ccccc4C3[C@]23N=C(c2ccccc2)OC3=O)cc1 (stereo not given in full)	11%	3.9%	2	-11%	4%	-34%	3%	-12%	?
Cc1ccc(CN2C3=NCCN3c3ccccc32)cc1	9%	-0.7%	?	12%	-18%	4%	-2%	3%	i
O=[N+]([O-])c1ccccc1OCCCN1CCc2ccccc2C1	23%	0.6%	-10	-2%	7%	-12%	2%	0%	i
CC(C)(C)c1nc2ccccc2c2nnc(SCC(=O)NCc3ccco3)n12	-9%	0.2%	0	-28%	-5%	-45%	-10%	-8%	i
COc1ccc([N+](=O)[O-])cc1NC1C2CC3CC(C2)CC1C3 (stereo not given)	14%	-0.5%	7	?	6%	6%	-13%	-2%	i
CSc1ccc(CN(C)C(=O)c2cccc(S(=O)(=O)N3CCN(Cc4ccccc4)CC3)c2)cc1	15%	0.4%	-72*	5.8µM*	-22%	-9%	?	-16%	i

Copied from the list:
`COc1ccc([N+](=O)[O-])cc1NC1C2CC3CC(C2)CC1C3` (stereo not given) in HepG2 viability is entered as 6%
`CSc1ccc(CN(C)C(=O)c2cccc(S(=O)(=O)N3CCN(Cc4ccccc4)CC3)c2)cc1` in A549 viability is entered as -16%
`CCOC(=O)C(NC(=O)c1ccc(F)cc1)(Nc1sc2c(c1C(N)=O)CCC2)C(F)(F)F` (stereo not given) in Nrf2 ARE act is entered as 9.0%
`CCOCCCNC(=O)C(NC(=O)C1CCC(C)CC1)C(C)C` (stereo not given) in Nrf2 ARE act is entered as 0.1%
`O=C(c1cccs1)N1C[C@H](O)[C@@H](n2cc(-c3ccc(F)cc3)nn2)C[C@@H]1c1ccccc1` in TGFb inhibitor is entered as 10%

Other records:
SMILES	MCF10A rerep	Nrf2 ARE act	IL1B secr inh	Nrf2 block	ATXN2 expr inh	HepG2 viability	TGFb inhibitor	A549 viability	ATXN viability
CC1=C(C(=O)Nc2cccc(F)c2)C2(CCCCCC2)OC1=O	/	2.8%	/	21%	/	-8%	0%	-3%	/
CNC(=O)c1cc(S(=O)(=O)N2CC(C)OC(C)C2)ccc1N1CCOCC1 (stereo not given)	?	-0.4%	i	-10%	1%	40%	8%	-2%	i
CCCC(=O)n1nc(-c2cccnc2)nc1NCc1ccc(OC)cc1	0%	-0.6%&-0.6%	-9	6%&-10%	-27%&-1%	18%&-3%	-14%&27%	-2%&3%	i
COc1ccc(NC(=O)CN(C)CC(=O)NC(=O)NC2CCCCC2)cc1	0%	0.0%	5	-3%	-19%	-1%	-15%	-2%	i
COc1ccc(-c2nn(-c3ccccc3F)cc2CNCCn2nc(C)cc2C)cc1	11%	0.8%	-23	0%	/	-34%	?	12%	i
CCCC(C)(C)C(=O)N1CCC1(C)C(=O)NS(=O)(=O)c1ccc(Br)cc1 (stereo not given)	/	0.1%	8	/	-1%	5%	20%	/	i
CN(C(=O)c1cccc(NC(=O)Cc2cccc(NC(=O)C3CCN(S(=O)(=O)c4cccc([N+](=O)[O-])c4)CC3)c2)c1)C1CC1	-9%	3.5%	11	-2%	1%	-9%	-14%	0%	i
Cc1cccc(OCC(=O)O/N=C(\N)c2ccncc2)c1	5%	-0.2%	3	?	51%[activator]	1%	-4%	2%	i
S=C(NCCc1cnc[nH]1)NC1CCCC1	-2%	-1.1%	9	3%	/	-3%	-3%	2%	i
COc1ccccc1N1CCN(S(=O)(=O)CCNC(=O)c2cc(=O)c3ccccc3o2)CC1	5%	-2.0%&-0.4%	0	?	-23%	-2%&3%	-28%&-19%	-2%&-1%	i
COc1ccc(-c2cc3ccccc3oc2=O)cc1NC(=O)c1ccc([N+](=O)[O-])o1	7.3µM*	6.3µM*	-9	?	9%	-19%	6.3µM*	-14%	?
Cc1ccc(C(=O)Nc2cc(-c3cn4cccnc4n3)ccc2C)cc1C	/	0.3%	/	/	3%	-27%	10%	-1%	i
O=C1COCCOCCOCC(=O)NCCN1	5%	0.3%	-10	-2%	0%	-13%	-10%	0%	i
COC(=O)[C@H](CCSC)NC(=O)Nc1ccc(OC)c(Cl)c1	6%	0.3%	0	10%	2%	23%	17%	-7%	i
CCOc1ccc(OCC)c(S(=O)(=O)N2CCN(c3cccc(C)c3C)CC2)c1	/	-1.1%	/	-26%	0%	-70%	18%	0%	i

Complete entries as entered above.
COc1ccc(-c2nn(-c3ccccc3F)cc2CNCCn2nc(C)cc2C)cc1 is entered as MCF10A rerep: 11%; Nrf2 ARE act: 0.8%; IL1B secr inh: -23; Nrf2 block: 0%; ATXN2 expr inh: /; HepG2 viability: -34%; TGFb inhibitor: ?; A549 viability: 12%; ATXN viability: i
CCOc1ccc(OCC)c(S(=O)(=O)N2CCN(c3cccc(C)c3C)CC2)c1 is entered as MCF10A rerep: /; Nrf2 ARE act: -1.1%; IL1B secr inh: /; Nrf2 block: -26%; ATXN2 expr inh: 0%; HepG2 viability: -70%; TGFb inhibitor: 18%; A549 viability: 0%; ATXN viability: i
